IL1B secr inh = blocks inflammasome-driven IL-1 beta release | THP-1 LPS/ATP IL-1B secretion, AlphaLISA, 16 h; hits give low values | activity change, % at 57.5 µM | 4.7% of 360,000 active | AID 743279; in the data active means activity change below about -50%; inconclusive means mostly about -30% to -49%; further: on the % scale 0 is the no-effect control and ±100 the full control effect
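THP-1 cells pretreated 1 hr with compounds (up to 57.5 uM final), then stimulated with LPS (250 ng/mL final) plus ATP (1.25 mM final); secreted IL-1B measured by AlphaLISA after 16 hr, decreased signal indicating inhibition.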
HT1080 IDH1KD tx = toxicity to HT-1080 IDH1 knockdown cells (counter line); Potency, µM (series often up to 46.1 µM), inactives show at the top dose activity, negative = toxicity, most hits filed as cytotoxic; 2% of 360,000 active; HT-1080 IDH1 knockdown viability, ATP luminescence, 48 h; AID 686971;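 further: potency means the concentration at half of the fitted maximal effect; 0% = DMSO wells and -100% = cell-free medium wells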
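CellTiter-Glo luminescence after 48 h compound exposure at 37 degrees C of IDH1-knockdown HT-1080 cells in 5% FBS RPMI. %Activity scaled between DMSO wells and cell-free media wells, with curves fitted and assigned curve classes.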
MCF10A rerep = inducers of DNA re-replication in MCF 10A breast cells; MCF 10A DNA re-replication, Hoechst nuclear intensity, 48 h; Potency, µM (highest dose often 46.1 µM), for the others: at the top dose activity, positive = re-replication, most hits filed as activators; 2.9% of 350,000 active; further: potency means the concentration at half of the fitted maximal effect; % of control where 0% means no effect; nearly all actives have a fitted effect of over 50% in size
KB-V1 MDR tox = KB-V1 MDR subline cytotoxicity; KB-V1 MDR cells viability, CellTiter-Glo, 72 h; Potency, µM (doses to about 46.1 µM), inactives show at the top dose activity change, negative = cytotoxicity, hits mostly cytotoxic; 3.4% of 400,000 active; AID 1347076; further: potency means the concentration at half of the fitted maximal effect; on the % scale 0 is the no-effect control and ±100 the full control effect; nearly all actives have a fitted effect of over 60% in size
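KB-V1 cells (P-gp-expressing MDR subline of KB-3-1) in phenol-red-free DMEM with 10% FBS were exposed to library compounds over a concentration series for 72 h at 37 degrees C. Viability read by CellTiter-Glo luminescence; concentration-effect curves fitted after normalization.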
KB-3-1 cytotox = kills parental KB-3-1 adenocarcinoma cells. 1.4% of 400,000 active. KB-3-1 viability, CellTiter-Glo ATP luminescence, 72 h. Potency, µM (highest dose often 46.1 µM), for inactives: top-dose activity change, negative = cytotoxic, hits mostly cytotoxic. AID 1347075; further: potency means the concentration at half of the fitted maximal effect; on the % scale 0 is the no-effect control and ±100 the full control effect; nearly all actives have a fitted effect of over 60% in size
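Cytotoxicity in the drug-sensitive parental line KB-3-1 was scored as loss of CellTiter-Glo luminescence following 72 h incubation with compound. Values come from curve fitting of normalized concentration-response data.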
HT1080-NT tox = kills 2HG-producing HT-1080-NT fibrosarcoma cells; 1.6% of 360,000 active; Potency, µM (top dose mostly 46.1 µM), for inactives: top-dose activity, negative = less viability, actives largely listed as cytotoxic; HT-1080-NT fibrosarcoma viability, CellTiter-Glo ATP luminescence, 48 h; AID 686970;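 further: NT is the 2HG producing partner of a matched IDH1 knockdown line; potency means the concentration at half of the fitted maximal effect; 0% = DMSO-treated cells and -100% = media-only wells without cells; nearly all actives have a fitted effect of over 55% in size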
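A 48-hour cytotoxicity screen used HT-1080-NT cells plated 2 hours before compound delivery. ATP-based CellTiter-Glo luminescence measured viability, normalized to DMSO and no-cell controls.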
WRN helicase inh = blocks human WRN helicase. Q14191. WRN helicase unwinding, fluorescent forked duplex, kinetic. Potency, µM (highest dose often 114 µM), for inactives: at the highest dose activity change, negative = inhibition, most hits filed as inhibitors. 0.46% of 360,000 active. AID 651768; further: potency means the concentration at half of the fitted maximal effect; on the % scale 0 is the no-effect control and ±100 the full control effect; nearly all actives have a fitted effect of over 55% in size
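Primary qHTS, 1536-well format. 20 nM WRN + compound, 15 min RT; start with 100 nM forked fluorophore/quencher duplex, 2 mM ATP (final); kinetic read ex 525/em 598 nm.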
SW480 rereplic = induces DNA re-replication in SW480 colon adenocarcinoma cells; SW480 DNA re-replication, Hoechst DNA content imaging, 48 h; Potency, µM (highest dose often 46.1 µM), without a hit: top-dose re-replication activation, most hits filed as activators; 1.8% of 340,000 active; further: potency means the concentration at half of the fitted maximal effect; % of control where 0% means no effect; nearly all actives have a fitted effect of over 55% in size
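Image-based read-out: total Hoechst fluorescence of nuclei (405 nm excitation, 500-530 nm emission), with hits raising the fraction of high-intensity nuclei. SW480 colon cells incubated 48 hr with compounds at 37 C.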
ATXN2 expr inh = inhibitors of ATXN2 expression. 0.72% of 360,000 active. HEK-293 ATXN2-luciferase reporter, luminescence, 24 h. Potency, µM (series often up to 57 µM), for the others: top-dose activity change, negative = inhibition, most hits filed as inhibitors; further: potency means the concentration at half of the fitted maximal effect; on the % scale 0 is the no-effect control and ±100 the full control effect; nearly all actives have a fitted effect of over 55% in size
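qHTS (up to 57 uM final) was run with 24 h compound exposure of reporter cells at 37 °C. Each well was multiplexed: SteadyGlo luminescence measured ATXN2-luciferase expression after a fluorogenic Gly-Phe-AFC viability readout (25 uM final).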
Starred values were filed as active, the others as inactive; ? = inconclusive; · = not tested or not shown; [ ] = remark or other dose. Unless noted, the call rests on the fitted dose curve; in most records, active means well fitted curve in the direction sought with a large enough effect; inconclusive means small, poorly fitted or top-dose-only effect, or another doubt; inactive means no such curve, though single readings can be large; an effect the other way counts as inactive or inconclusive.

Compound	IL1B secr inh	HT1080 IDH1KD tx	MCF10A rerep	KB-V1 MDR tox	KB-3-1 cytotox	HT1080-NT tox	WRN helicase inh	SW480 rereplic	ATXN2 expr inh
O=C(CC1NC(=O)NC1=O)NC1(C(=O)NC2CCCCC2)CCCCC1 (stereo unspecified)	23	11%	-3%	26%	7%	9%	-2%	1%[9.22 µM]	4%
N/C(=N\OC(=O)CSc1ccccc1)c1ccc([N+](=O)[O-])cc1	-13	14%	-6%	12%	-1%	7%	-3%	0%	60%[activator]
CCOc1ccc(-c2[nH]ncc2-c2ccc(Cl)cc2)c(O)c1	-8	0%	?	1%	-8%	-14%	-18%	?	·
CCSc1nnc(C)c2ccccc12	-5	7%	3%	?	20%	8%	-7%	0%	-3%
O=[N+]([O-])c1ccc(/C=N/NC(=S)Nc2ccccc2C(F)(F)F)o1	0	1%	3%	4%	0%	12%	-28%	·	-16%
Cc1cc(CSc2ccccc2)ccc1NC(=O)c1ccc(Br)cc1	64	-15%	20%	-16%	0%	1%	1%	15%	-29%
Cc1ccc(-c2nnn(CC(=O)N(CC(=O)NC3CCCC3)c3ccc(F)c(Cl)c3)n2)o1	33	16µM*	16%	?	?	?	-3%	-3%[9.22 µM]	-26%
CCOC(=O)c1c(NC(=O)CSc2n[nH]c(N)n2)sc(CC)c1C	-92*	-29%	-1%	1%	-9%	-29%	-16%	-4%	-17%
COc1cc(C2C3=C(CCCC3=O)Nc3[nH]n(-c4ccccc4)c(=O)c32)cc(OC)c1OC (stereo unspecified)	28	-10%	-18%	11%	8%	-6%	11%	-1%	-1%
CSc1ccc(CN(C)C(=O)CN2C(=O)NC3(CCCC3)C2=O)cc1	10	0%	-1%	-29%	?	-8%	-1%	-9%	0%
CCCN1C(=O)C(NC(C)=O)c2ccccc21 (stereo unspecified)	-11	6%	4%	-1%	2%	10%	3%	-3%	1%
CC(Sc1nnc(-c2ccc(Cl)cc2)n1C)C(N)=O (stereo unspecified)	4	17%	0%	19%	-3%	16%	-6%	-6%	-3%
COc1ccc(S(=O)(=O)N2CCCCC2)cc1NC(=O)Cn1cnc2ccccc2c1=O	-7	-9%	14%	0%	-14%	-9%	-4%	?	3%
Cc1cc(NC(=O)CCC(=O)N(c2ccccc2)C(C(=O)NC2CCCC2)c2ccccc2)no1 (stereo unspecified)	0	-8%	-2%	?	-23%	2%	-12%	-1%	2%
CCN=C1S/C(=C/c2ccc(-c3ccc(Cl)cc3C(=O)O)o2)C(=O)N1CC	35	-1%	6.5µM*	19%	7%	-10%	-27%	12µM*	-37%
CCn1c(SCC(=O)c2ccccc2)nnc1-c1cccnc1	1	21%	6%	-22%	6%	19%	-32%[57.1 µM]	-14%	-24%[11.3 µM]
COc1cccc(NC(=O)CCSc2ccc3ccccc3n2)c1	19	6%	10%	9%	3%	?	-5%	0%	4%
COc1cc(C(=O)Nc2ccc3c(c2)OCCO3)ccc1OC(C)C	-27	-1%	2%	1%	0%	-7%	-1%	-4%	32%[activator]
Cc1cccc(/C=N/NC(=O)c2ccc(NC(=O)c3cccc(Cl)c3)cc2)n1	-1	?	?	13%	-17%	-18%	-16%	?	-12%
O=S(=O)(/C=C/c1ccccc1)N1CCNCC1	-11	-5%	16%	-11%	6%	4%	18%	-2%	-13%
O=c1cc(C(F)(F)F)nc(-c2ccccc2OC(F)(F)F)[nH]1	15	5%	8%	4%	0%	-1%	-2%	-1%	·
Cc1ccccc1OCC(O)CN1CCN(CC(O)COc2ccccc2C)C(C)C1 (stereo unspecified)	-63*	?	?	-1%	-19%	26µM*	-15%	6%	1%
CC(=O)Nc1ccc(-c2ccnc3c2CC(C)(C(=O)NCc2cccc(Cl)c2)O3)cc1 (stereo unspecified)	-13	?	·	?	?	?	-3%	·	-21%
CCCCNC(=O)c1cn(-c2ccc(OCC)cc2)c(=O)c2cc(OC)c(OC)cc12	32	7%	14%	0%	-1%	0%	-2%	-2%	-15%
Cc1ccc(C)c2[nH]c(=O)c(CCNC(=O)c3ccc(S(=O)(=O)N(C)C)cc3)cc12	-8	-16%	6%	-10%	2%	-21%	4%	2%	-19%
CCOc1cc(-c2nc(C)c(C(C)=O)n2O)ccc1OCC(=O)Nc1ccc(F)cc1	14	-8%	?	-14%	-2%	-6%	3%	-39%[inhibitor]	-24%
COc1cccc(C(=O)Nc2ccc3c(c2)C(=O)N(CCC(=O)O)C3=O)c1	19	-11%	2%	0%	11%	-1%	-13%	-1%	2%
Cc1ccc(C(O)(C(=O)NN(C(=O)c2ccccc2)c2ccccc2)c2ccc(C)cc2)cc1	4	-21%	14%	12%	9%	-18%	-5%	?	1%
COc1ccccc1C1CC(c2ccc(Cl)cc2)Nc2nc(N)nn21 (stereo unspecified)	-22	-58%	?	-25%	-6%	?	-3%	6%	-4%
O=C(Cc1ccccc1)N[C@H](c1ccccc1)P(=O)(O)CO	12	12%	0%	8%	8%	11%	3%	2%	-4%
O=C(COC(=O)c1ccccc1Nc1ccccc1F)c1ccccc1	-6	-1%	?	1%	9%	1%	-15%	-23%	12%
Cc1nc(Nc2ccncc2)c2oc3ccccc3c2n1	-93*	13µM*	?	10%	?	-15%[9.24 µM]	20%[57.1 µM]	?	?
COc1ccc(/C=C(/C(=O)Nc2ccccc2C(=O)NC(C)C)c2ccccc2)cc1	8	-21%	16%	?	-26%	-11%	-8%	?	-5%
O=C(Oc1ccccc1C(=S)N1CCOCC1)c1ccccc1	21	14%	-2%	15%	15%	14%	?	-4%	-22%
O=C(NCc1ccco1)/C(=C/c1ccc(F)cc1)NC(=O)c1ccccc1	-2	9%	4%	?	14%	1%	4%	-3%	26%
CCCN(CCO)Cc1cccc(Cl)c1	-3	4%	0%	-8%	2%	7%	0%	-1%	-8%
Cc1c(OCC(=O)NCC(O)c2ccccc2)ccc2c(-c3ccccc3)cc(=O)oc12 (stereo unspecified)	-63*	-14%	45%	-11%	?	-4%	5%	18%	-2%
CC(=O)Nc1nc(C(=O)Nc2c(C)n[nH]c2C)cs1	8	-6%	-1%	8%	2%	24%	4%	-6%	0%
Cc1ccc2nc(CCc3nc4ccc(C)cc4[nH]3)[nH]c2c1	?	?	?	?	15%	-14%	-4%	-4%	-13%
C=CCC(O)c1c(-c2ccccc2)nn(C)c1Cl (stereo unspecified)	14	3%	17%	4%	-22%	10%	0%	-3%	-18%
COc1ccccc1CC(=O)N1CCN(c2cccc(Cl)c2)CC1	-7	9%	-11%	-10%	-1%	9%	-18%	1%[9.22 µM]	-6%
C/C(=N\NC(=O)Cn1ccc(C(F)(F)F)n1)c1ccco1	6	13%	0%	-1%	-5%	25%	-1%	-2%	4%
Cc1cccc(-n2c(=O)c3c4c(sc3n3c(=S)[nH]nc23)CCC4)c1	2	-15%	-2%	0%	4%	-16%	-14%	-8%	-31%
COc1ccc(N(C)C(=O)C2CCCN2S(=O)(=O)c2cccc3nsnc23)cc1 (stereo unspecified)	-23	0%	7%	-14%	0%	-1%	-4%	-11%	7%
O=C(c1ccc(CNS(=O)(=O)c2ccccc2)cc1)N1CCN(Cc2ccccc2)CC1	-22	?	28%	4.6µM*	18µM*	?	-1%	21%	-25%
O=C(NN1CCOCC1)C12CC3CC(CC(C3)C1)C2	23	-1%	0%	-1%	9%	-2%	7%	2%	4%
CCCCN1C(=O)C(=O)N(CC(=O)c2cc(C)n(-c3cc(C)on3)c2C)C1=O	-20	-1%	2%	-15%	23%	3%	0%	0%	4%
CC(C)CCN1CCC(Cc2ccccc2)(NC(=O)c2ccccc2)C1=O (stereo unspecified)	-25	14%	21%	9%	2%	5%	2%	1%	1%
CC(=O)Nc1cccc(NC(=S)Nc2cccc3ccccc23)c1	64	-1%	-28%	4%	1%	-2%	9%	0%	9%
Cc1ccccc1OCCC(=O)OCC(=O)NC(=O)c1ccccc1	-4	14%	-1%	0%	5%	5%	-22%	-5%	-6%

The results go on.
Compound	IL1B secr inh	HT1080 IDH1KD tx	MCF10A rerep	KB-V1 MDR tox	KB-3-1 cytotox	HT1080-NT tox	WRN helicase inh	SW480 rereplic	ATXN2 expr inh
CS(=O)(=O)c1ccc(Nc2nc(C(N)Cc3ccc(F)cc3)cs2)cc1 (stereo unspecified)	-28	-29%	·	5%	0%	-30%	-6%	·	-20%
CC1(C)Cc2c(sc(NC(=O)C(=O)N3CCCCC3)c2C(N)=O)CO1	8	12%	13%	-12%	11%	13%	8%	0%	8%
Cc1occc1-c1nnc(SCC(=O)N2CC(=O)Nc3ccccc32)n1CC(C)C	-4	9%	24%	4%	-4%	9%	-4%	1%	-3%
Cc1nn(-c2ccccc2)c(C)c1NC(=O)COc1ccc(C#N)cc1	16	3%	?	18µM*	-4%	8%	5%	4%	-2%
COC(=O)C1=C(SC)N(c2ccc(OC)cc2)C(c2ccccc2)CC1=O (stereo unspecified)	12	3%	5%	?	-3%	-10%	15%	-1%	9%
COc1ccc(OCc2cc(-c3ccc(Cl)cc3)no2)cc1	105	20%	22%	19%	9%	?	7%	1%	10%
CCCC(=O)c1cc2c(cc1NC(=O)CC)OCCO2	0	-2%	4%	1%	23%	0%	-3%	-4%	-3%

Screens: PubChem, National Center for Advancing Translational Sciences (NCATS)
